# GLP1R cytotox = cytotoxicity counter-screen for GLP-1 receptor inverse agonists; 0.13% of 410,000 active; HEK293 cAMP-luciferase reporter cells, luminescence, 24 h; Potency, µM (highest dose often 38.3 µM), without a hit: at the highest dose activity change, negative = inhibition, actives largely listed as inhibitors; AID 624418;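 also: loss of luciferase light is scored as toxicity; potency is read from the fitted curve at half-maximal effect; % is scaled to controls: 0 for no effect and ±100 for the full control effect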
#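 Cells in DMEM/10% Nu serum/1% pen-strep, 1536-well format. Pre-incubated 12 h, dosed with 23 nL compound, incubated a further 24 h. Luciferase detection, 12 min at room temp, luminescence.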
# IL2 activator = IL-2 activation | activation, % (series mostly up to about 46 µM) | 0.065% of 360,000 active | AID 652025 | IL-2 activation reporter assay, cell-based qHTS; stimulated with anti-CD3/CD4/CD28 beads; in transgenic mouse T cells; in the data active = activation above about 50%; inconclusive = mostly about 30% to 49%; also: 0% is about no effect
#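 Readout is EGFP and DsRed signal by fluorescent plate cytometry after 18 h at 37 degrees C. Transgenic mouse T cells (750/well) received compound for 60 min before bead stimulation (anti-CD3, anti-CD4, anti-CD28); memory T cells served as non-tolerant control.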
# GLP1R ag = activates the human GLP-1 receptor. P43220. HEK293 GLP-1R CRE-luciferase, luminescence, 4-6 h; cells express a hypersensitive GLP-1R form. Potency, µM (top dose mostly 45.6 µM), for the others: at the top dose activation, most hits filed as activators. 0.007% of 380,000 active. AID 624172; also: potency is read from the fitted curve at half-maximal effect; % of control where 0% means no effect
# PLK1 PBD block = blocks phosphopeptide binding to human PLK1 polo-box domain; P53350; Potency, µM, for inactives: max response, negative = inhibition, hits mostly inhibitors; 2.8% of 360,000 active; Plk1 PBD binding of FITC phosphopeptide, fluorescence polarization; also: potency is read from the fitted curve at half-maximal effect; series mostly up to about 57 µM; % is scaled to controls: 0 for no effect and ±100 for the full control effect; nearly all actives have a fitted effect of over 65% in size
# Target sequence (P53350 whole entry, looked up, the tested form may be a part): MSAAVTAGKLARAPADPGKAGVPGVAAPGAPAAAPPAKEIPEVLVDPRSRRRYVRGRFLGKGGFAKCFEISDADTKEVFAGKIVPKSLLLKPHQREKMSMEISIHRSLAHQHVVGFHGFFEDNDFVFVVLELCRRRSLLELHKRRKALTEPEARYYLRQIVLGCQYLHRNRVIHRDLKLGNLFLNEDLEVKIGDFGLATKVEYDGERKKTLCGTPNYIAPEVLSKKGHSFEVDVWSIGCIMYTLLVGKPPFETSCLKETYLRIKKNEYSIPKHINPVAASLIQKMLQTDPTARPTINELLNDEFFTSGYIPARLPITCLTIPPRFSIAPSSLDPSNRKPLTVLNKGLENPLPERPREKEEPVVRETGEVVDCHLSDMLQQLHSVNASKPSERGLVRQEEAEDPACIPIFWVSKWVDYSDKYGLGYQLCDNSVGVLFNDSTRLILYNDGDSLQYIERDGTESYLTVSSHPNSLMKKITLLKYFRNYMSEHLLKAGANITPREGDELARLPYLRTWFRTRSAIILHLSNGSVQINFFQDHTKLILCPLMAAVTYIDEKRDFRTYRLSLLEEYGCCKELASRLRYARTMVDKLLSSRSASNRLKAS
# EPAC1 antag = EPAC1 (human) antagonism. O95398. EPAC1 GEF assay, Rap1b-BODIPY-GDP exchange fluorescence. Potency, µM (series often up to 115 µM), without a hit: at the highest dose activity change, negative = inhibition, actives largely listed as inhibitors. 0.14% of 360,000 active;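 also: potency is read from the fitted curve at half-maximal effect; plate controls were vehicle for no effect and positive control for full effect; nearly all actives have a fitted effect of over 50% in size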
# EPAC1 agonist = agonists of human EPAC1; EPAC1 agonist qHTS, biochemical assay; response scale: 100% = response to 6.5 mM cAMP; AID 720707; 0.073% of 360,000 active; Potency, µM (doses to about 154 µM), for the others: at the top dose activation, hits mostly activators; O95398; also: potency is read from the fitted curve at half-maximal effect; nearly all actives have a fitted effect of over 60% in size
#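 Multi-concentration qHTS readout: loss of Rap1B-bound BODIPY-GDP fluorescence driven by 100 nM EPAC1 with excess GDP (50 uM), monitored kinetically at room temperature; agonist response expressed relative to 6.5 mM cAMP.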
# GLP-1R inv ag = inverse agonists of human GLP-1 receptor. P43220. AID 624417. 1.6% of 410,000 active. HEK293 GLP-1R CRE-luciferase, luminescence, 24 h; GLP-1R form is constitutively active. Potency, µM (top dose mostly 38.3 µM), inactives show at the highest dose activity change, negative = inhibition, actives largely listed as inhibitors; also: potency is read from the fitted curve at half-maximal effect; % is scaled to controls: 0 for no effect and ±100 for the full control effect; nearly all actives have a fitted effect of over 55% in size
#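 Assay principle: reduced luminescence from a cAMP-responsive reporter in HEK293 cells co-expressing a constitutively active GLP-1R. Conditions: 24 hr compound incubation, 37 deg C, 5% CO2.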
# PTHR1 agonist = activates the human parathyroid hormone receptor PTHR1; Q03431; HEK293 GP2 PTHR1 cells, GloSensor cAMP luminescence, 1 h; Potency, µM (doses to about 115 µM), inactives show at the top dose activation, most hits filed as activators; 0.075% of 410,000 active; also: potency is read from the fitted curve at half-maximal effect; nearly all actives have a fitted effect of over 55% in size; some results filed as inactive show a strong effect at the top dose; inactives centre near -15; many of its hits are not listed in these tables
#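 HEK-293-derived GP2 cells expressing PTHR1 and a GloSensor cAMP reporter, 3,000/well, plated overnight, given luciferin plus IBMX (each 0.5 mM as added) for 1 h at 37 °C, then compound for 1 h at 37 °C. Luminescence was read after 15 min at room temperature.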
# PI5P4K alpha inh = blocks human PI5P4K alpha kinase activity | P48426 | PI5P4Kalpha enzyme, ADP-Glo luminescence, 60 min; stronger effect = lower value | max response, % | 1.2% of 330,000 active | AID 652105; active = max response of -50% or lower; inconclusive = between -30% and -50%; inactive = -30% or higher; also: value at the top dose of about 77 µM; % is scaled to controls: 0 for no effect and ±100 for the full control effect
# Target sequence (P48426 whole entry, looked up): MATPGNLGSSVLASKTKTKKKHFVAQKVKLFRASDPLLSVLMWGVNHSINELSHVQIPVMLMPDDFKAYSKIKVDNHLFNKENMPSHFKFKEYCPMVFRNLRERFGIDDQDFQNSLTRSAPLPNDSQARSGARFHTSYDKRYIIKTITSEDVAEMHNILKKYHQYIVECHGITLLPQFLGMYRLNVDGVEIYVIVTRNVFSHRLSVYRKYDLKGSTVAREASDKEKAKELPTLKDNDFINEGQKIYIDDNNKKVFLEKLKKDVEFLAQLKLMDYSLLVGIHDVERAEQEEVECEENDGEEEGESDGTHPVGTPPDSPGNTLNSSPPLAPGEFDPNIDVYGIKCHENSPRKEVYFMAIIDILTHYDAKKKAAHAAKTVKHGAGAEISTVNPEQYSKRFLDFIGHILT
#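 Enzyme plus substrate dispensed, test compounds pinned in, then ATP (5 microM final) added. After 60 min at RT, ADP-Glo reagent 1 for 45 min and reagent 2 for 30 min preceded luminescence imaging.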
# The depositor's hits bear a star; i = inactive; ? = inconclusive; / = not tested or not shown; & = joins results of further samples; [ ] = remark or other dose. Unless noted, calls follow the shape of the dose curve; as a rule, active = well fitted curve in the direction sought with a large enough effect; inconclusive = small, poorly fitted or top-dose-only effect, or another doubt; inactive = no such curve, though single readings can be large; an effect the other way counts as inactive or inconclusive. Not all compounds are listed, so the mix of outcomes need not match the whole.
SMILES,GLP1R cytotox,IL2 activator,GLP1R ag,PLK1 PBD block,EPAC1 antag,EPAC1 agonist,GLP-1R inv ag,PTHR1 agonist,PI5P4K alpha inh
Cc1cc(C)nc(NC(=O)CN2C(=O)c3ccccc3S2(=O)=O)n1,-3%,-6.0,-2%,-3%,-6%,-8%,14%,i,-3
C=CC[C@]12CCc3ccccc3C1N(c1ccc(C(=O)OCC)cc1)C2=O (stereo not given in full),4%,-0.6,11%,-7%,-13%,4%,?,-2%,13
O=C(NCc1ccncc1)C1CCN(S(=O)(=O)c2ccc(Cl)c(C(F)(F)F)c2)CC1,6%,-2.9,7%,-5%,8%,8%,?,i,13
COC(=O)c1ccc(/C=C2/SC(=S)N(CCC(=O)NCCCN3CCOCC3)C2=O)cc1,?,0.2,-2%,-2%,-3%,-7%,?,-2%,5
C=CCOc1ccccc1CNCCCN1CCOCC1,-8%,2.0,1%,4%,11%,5%,1%,-13%[57.5 µM],/
CC(=O)NC1C(=O)N=C(SCC(=O)NC(C)c2ccccc2)NC1=O (stereo not given),-8%,-1.8,-9%,-8%,5%,-2%,1%,i,/
CC(C(=O)NC1C(=O)N2C(C(=O)O)=C(CSc3nnnn3C)CSC12)n1cc(Br)cn1 (stereo not given),6%,-2.0,-2%,-22%,3%,-2%,26%,i,-4
Cc1cc2cc(C)c(NCCNC(=O)c3ccccc3)nc2cc1C,45%[activator],1.0,16%,6%,3%,4%,53%[activator],7%,6
Cc1cc(N2CC34C=CC(O3)C(C(=O)O)C4C2=O)no1 (stereo not given),-20%,1.0,-15%,-6%,22%,2%,0%,-8%,-7
COc1cccc(CNC(=O)Cn2c(=O)c3cccn3c3ccccc32)c1,-12%,0.4,0%,-2%,-26%,10%,-5%,-3%,-4
Cc1ccc(S(=O)(=O)Nc2ccncc2)c(C)c1N(C)S(=O)(=O)c1ccc(Cl)cc1,10%,0.0,-2%,0%,-20%,-6%,4%,i,1
COc1ccc(-c2noc(CCC(=O)NCCc3ccccc3)n2)cc1,17%,-6.8,3%,-3%,-1%,7%,-27%,-9%,-2
COc1ccc(N2C(=O)c3ccc(C(=O)Nc4cc(OC)ccc4OC)cc3C2=O)cc1,5%,-0.5,-5%,0%,15%,-1%,10%,i,3
CC(=O)N1CCN(c2ccc(S(C)(=O)=O)cc2[N+](=O)[O-])CC1,24%,0.3,-12%,-7%,9%,14%,10%,i,1
Nc1cc(-c2ccc(Br)cc2)nn1S(=O)(=O)c1cccc2nsnc12,-11%,-2.8,11%,5%,-24%,-6%,?,-87%[inhibitor],-8
CC[C@]12c3[nH]c4cc(-c5ccco5)ccc4c3CCN1C(=O)[C@@H](CC(=O)NCc1cccc(C(F)(F)F)c1)C[C@@H]2C(=O)N1CCN(C(=O)C2CC2)CC1,-21%,-0.5,-4%,-8%,-11%,-11%,?,i,4
Cc1nnc(NC(=O)Nc2cccc(Cl)c2)s1,-5%,0.6,-12%,-6%,-9%,0%,?,i,1
CC(=O)Oc1c2occc2cc2ccc(=O)oc12,5%,-0.1,-5%,-10%,-5%,-8%,14%,-19%[57.5 µM],0
CCOc1ccc(N(CC(=O)NC2CC3CCC2C3)S(=O)(=O)c2ccccc2)cc1 (stereo not given),-4%,-1.1,1%,1%,-12%,-15%,18%,i,0
CCCCNc1c(-c2ccc(SC3CCCCC3)cc2)nc2ccccn12,2%&18%,-0.8&-0.7,5%&2%,-4%&-4%,?,-9%&-18%,?,-41%&-53%,5&7
O=C(NN1C(=O)/C(=C\c2cccnc2)SC1=S)C(c1ccccc1)c1ccccc1,4%,-0.6,-3%,-27%,?,5%,-28%,-43%[inhibitor],0
Cc1ccc(C)c(C(=O)CC2(O)C(=O)Nc3ccccc32)c1 (stereo not given),-10%,0.2,-15%,2%,4%,2%,-10%,-13%[57.5 µM],0
N#CCSc1nc2c(sc(=S)n2Cc2ccco2)c(=O)n1-c1ccc(F)cc1,3%,-2.5,-5%,-9%,1%,3%,2%,-3%,/
CCOc1ccc(N/C=C/C(=O)c2ccc(OC)cc2)cc1,0%,-1.6,14%,-6%,-4%,7%,10%,-19%,0
O=C1OCCN/C1=C\C(=O)c1ccc(Cl)cc1,5%,-1.5,-1%,-3%,13%,2%,-20%,i,-3

# (more compounds)
SMILES,GLP1R cytotox,IL2 activator,GLP1R ag,PLK1 PBD block,EPAC1 antag,EPAC1 agonist,GLP-1R inv ag,PTHR1 agonist,PI5P4K alpha inh
COC(=O)/C(=N/Nc1ccccc1OC)N1CCCc2ccccc21,6%,-1.3,13%,?,0%,9%,?,i,0
Cc1cccc(C)c1NC(=S)NC(=O)c1cccc(Cl)c1,6%,0.3,2%,4%,1%,-6%,25%,-2%,-1
COC(=O)c1sccc1NC(=S)Nc1ccc(OC)cc1,12%,-0.5,2%,-14%,-15%,3%,30%,i,-12
CC1CCCN(C(=O)c2ccc(S(=O)(=O)Nc3ccccc3Cl)cc2)C1 (stereo not given),-24%,-0.5,7%,-8%,-12%,-7%,-7%,-4%,2
O=C(C1CCN(S(=O)(=O)c2cccc3nsnc23)CC1)N1CC=C(c2ccccc2)CC1,13%,-0.4,-2%,?,-10%,2%,?,-18%,-1
CC(=O)c1ccc(NC(=S)Nc2ccc(Br)c(Cl)c2)cc1,-19%,-1.5,-3%,-19%,0%,15%,-31%,-15%,0
COc1ccc(CNC(=O)CCCNS(=O)(=O)c2cccc3nonc23)cc1,-9%,3.4,3%,-6%,-2%,15%,5%,i,-8
CCn1cc(S(=O)(=O)Nc2ccc(Cl)cc2F)cn1,-16%,-4.6,2%,2%,-2%,-8%,11%,-4%,3
CC(=O)c1cccc(NC(=O)c2ccncc2)c1,8%,-1.4,-9%,-10%,-14%,0%,9%,i,/
CC(=O)c1ccc(OCCCC(=O)Nc2cccc(S(=O)(=O)N3CCCCC3)c2)cc1,-7%,-4.4,-1%,-1%,-1%,3%,?,-33%[inhibitor],-2
COCCN1CCN(C(=O)c2cc(COc3cncc(Cl)c3)on2)CC1,1%,-2.3,1%,0%,-27%,-4%,-4%,-66%[inhibitor],1
CCOc1ccc(C(=O)NC2CCN(S(C)(=O)=O)CC2)cc1,-8%,-1.7,-8%,-5%,9%,3%,-4%,i,1
Nc1nc(Nc2ccccc2)sc1C(=O)c1ccccc1,-14%,-6.3,-4%,-15%,-24%,15%,?,23%,-65*
O=S(=O)(c1ccc(N2CCN(CCO)CC2)nc1)N1CCCCC1,-3%,0.6,-5%,-5%,0%,4%,-25%,i,6
Cc1ccc(CNC(=O)CCS(=O)(=O)c2cccc3nsnc23)cc1,6%,-1.7,-8%,-13%,-19%,5%,-10%,i,4
Cc1oc(-c2cccs2)nc1CN1CCN(C(C)C)C(CCO)C1 (stereo not given),-21%,2.6,4%,2%,8%,-2%,30%,i,0
CC(=O)c1ccc(OCCCC(=O)OCC(=O)Nc2c(C)nn(-c3ccccc3)c2C)cc1,2%,1.2,-2%,-3%,-8%,-13%,16%,i,5
CC(=O)N1c2ccc(S(=O)(=O)NCC3CCC(C(=O)N4CC(C)CC(C)C4)CC3)cc2CC1C (stereo not given),-5%,1.6,-6%,-16%,-24%,-9%,-5%,-30%[inhibitor],-5
Cc1cc(C(=O)NNc2ccc(F)cc2)no1,?,2.8,1%,-4%,6%,2%,5µM*,-53%[inhibitor],-3
CN1OC[C@@H]2CN(C(=S)NCCc3ccccc3)[C@H](c3ccc(N4CCCCC4)cc3)C[C@@H]21,0%,-0.6,1%,-5%,10%,-10%,9%,-17%,3
CC(C)Cn1c(=O)c(C(=O)Nc2ccncc2)c(O)c2ccccc21,-14%,-1.6,-4%,-20%,-10%,4%,?,-51%[inhibitor],5
COc1ccc(S(=O)(=O)N2CCN(C(=O)CSC(=S)N3CCCC3)CC2)cc1,5%,1.0,-5%,-12%,-7%,2%,-6%,i,1
O=C(Nc1ccccc1)Nc1nnc(Cc2ccc(F)cc2)s1,-22%,-0.5,13%,-7%,-3%,9%,-18%,-3%,8
CSc1ncccc1C(=O)NC1CCCCCCC1,-1%,0.3,33%,-19%,-9%,3%,9%,-27%,-1
Cc1nn(C)cc1S(=O)(=O)N1CCN(c2ccccc2F)CC1,-15%,-0.6,1%,6%,-5%,3%,?,-4%,11

# Entries of single compounds, looked up by structure. Screens in order: GLP1R cytotox, IL2 activator, GLP1R ag, PLK1 PBD block, EPAC1 antag, EPAC1 agonist, GLP-1R inv ag, PTHR1 agonist, PI5P4K alpha inh
# CC(=O)c1cccc(NC(=O)c2ccncc2)c1 is listed as 8%, -1.4, -9%, -10%, -14%, 0%, 9%, i, /
# COC(=O)c1ccc(/C=C2/SC(=S)N(CCC(=O)NCCCN3CCOCC3)C2=O)cc1 is listed as ?, 0.2, -2%, -2%, -3%, -7%, ?, -2%, 5
# O=C1OCCN/C1=C\C(=O)c1ccc(Cl)cc1 is listed as 5%, -1.5, -1%, -3%, 13%, 2%, -20%, i, -3
# CN1OC[C@@H]2CN(C(=S)NCCc3ccccc3)[C@H](c3ccc(N4CCCCC4)cc3)C[C@@H]21 is listed as 0%, -0.6, 1%, -5%, 10%, -10%, 9%, -17%, 3
# CC(=O)N1c2ccc(S(=O)(=O)NCC3CCC(C(=O)N4CC(C)CC(C)C4)CC3)cc2CC1C (stereo not given) is listed as -5%, 1.6, -6%, -16%, -24%, -9%, -5%, -30%[inhibitor], -5
